# Giardia killer – Giardia lamblia killing; Giardia lamblia trophozoite viability; activity change, % at 7.66 µM, hits read low; 340,000 tested, 0.15% active; in the data active = activity change below about -80%; inconclusive = between about -30% and that limit;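 note: parasites exposed to compound for two days anaerobically before the ATP read; % is set by controls: 0 for no effect and ±100 for the full control effect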
#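 Killing of trophozoites was scored by loss of ATP luminescence after a 48 hrs anaerobic exposure to compounds at 37 deg C, using 100 cells per well.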
# B2AR arrestin – agonists driving beta-arrestin recruitment to human beta2-adrenergic receptor; P07550; beta-arrestin recruitment to beta2AR, cell-based reporter; Potency, µM (titrated, usually from 46.1 µM), inactives show top-dose activation, most hits filed as activators; 330,000 tested, 0.02% active; AID 492947;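 note: potency is the fitted concentration of half-maximal effect; 0% = DMSO controls and full agonism = EC100 isoproterenol or metaproterenol; nearly all actives have a fitted effect of over 65% in size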
# Target sequence (P07550 whole entry, looked up): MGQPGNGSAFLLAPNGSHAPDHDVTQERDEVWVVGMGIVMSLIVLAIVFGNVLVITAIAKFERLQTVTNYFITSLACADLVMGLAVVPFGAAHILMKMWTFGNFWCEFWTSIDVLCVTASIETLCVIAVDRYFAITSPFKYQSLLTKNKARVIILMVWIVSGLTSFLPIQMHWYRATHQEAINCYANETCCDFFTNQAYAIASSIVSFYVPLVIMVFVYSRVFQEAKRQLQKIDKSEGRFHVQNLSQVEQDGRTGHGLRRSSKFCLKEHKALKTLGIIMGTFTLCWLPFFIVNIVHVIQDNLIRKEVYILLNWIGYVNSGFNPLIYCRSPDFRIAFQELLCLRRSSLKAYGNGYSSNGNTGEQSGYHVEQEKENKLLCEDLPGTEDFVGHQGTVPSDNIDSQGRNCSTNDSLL
# PKM2 activator – activators of human pyruvate kinase M2; AID 1631; Potency, µM (series often up to 57.5 µM), for the others: at the highest dose activation, hits mostly activators; purified PKM2, Kinase-Glo ATP luminescence, activation; response scale: 0% is enzyme alone, no compound; 260,000 tested, 0.34% active; note: potency is the fitted concentration of half-maximal effect; % is set by controls: 0 for no effect and ±100 for the full control effect; nearly all actives have a fitted effect of over 55% in size
#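 Kinase-Glo luminescence reports ATP generated from ADP (0.1 mM) and PEP (0.5 mM) by purified hPK-M2 after 1 h at room temperature, pH 7.2 imidazole buffer; intermediate enzyme activity allows detecting inhibitors and activators.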
# TRPV1 agonist – agonists of human vanilloid receptor 1 (TRPV1); Q8NER1; TRPV1-expressing cells, Fluo-8 calcium influx, agonist mode; activation, % at 8.33 µM; 320,000 tested, 0.19% active; AID 540275; in the data active = activation above about 80%; inconclusive = between about 30% and that limit; note: 0% is about no effect
#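 TRPV1-expressing cells were cultured overnight at 35.5C and loaded with Fluo-8 calcium dye for 40 to 90 min at room temperature. After a 10 s baseline, compound was added and calcium influx was read kinetically for 3 min (ex 480/em 520 nm).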
# KCNH2 3.1 inh – blocks the human KCNH2 3.1 channel isoform; AID 720553; 340,000 tested, 0.95% active; activity change, % (tested at about 1.8 µM); U2OS KCNH2 3.1, thallium flux FluxOr; active compounds read low;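 active = maximum activity change below -70%; inconclusive = maximum activity change from -70% to -50%; inactive = maximum activity change above -50%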;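 note: thallium influx rate constant from kinetic fluorescence after stimulation buffer; % is set by controls: 0 for no effect and ±100 for the full control effect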
#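 Thallium flux read-out: FluxOr dye with Red40 quencher in HBSS/HEPES, 45 min at RT. Rate constants from kinetic reads were normalized to positive and negative DMSO controls. Cells: U2OS virally expressing the 3.1 isoform.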
# MLL CXXC-DNA inh – MLL CXXC-DNA interaction inhibition; Q03164; MLL-CXXC / FITC-HOXA9 DNA fluorescence polarization; Potency, µM (series often up to 115 µM), for the others: top-dose activity change, negative = inhibition, hits mostly inhibitors; 290,000 tested, 0.037% active; active = well fitted inhibition curve with a large enough effect in the polarisation, with a control signal flat, not every such curve was filed as active; inconclusive = small, poorly fitted or top-dose-only effect, or effect the other way, or a change in a side signal; inactive = no such curve, though single readings can be large or run the other way; the % refers to the polarisation; note: potency is the fitted concentration of half-maximal effect
#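 Steps: dispense CXXC domain solution (7 uM) → pin compounds or unlabeled HOX-A9 DNA control → 5 min ambient → add FLSN-HOX-A9 solution (50 nM) → spin → 30 min ambient → fluorescence polarization. Tris pH 7.5/NaCl/DTT/BSA buffer.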
# Menin MLL FP TR – menin-MLL binding inhibition, Texas Red mutant peptide | O00255 | Menin + Texas Red MLL mutant peptide, fluorescence polarization | Potency, µM (doses to about 61.6 µM), for the others: top-dose FP activity change, negative = inhibition, usual class: inhibitors | 270,000 tested, 0.23% active | AID 1768; active = well fitted inhibition curve with a large enough effect in the polarisation, with a control signal flat, not every such curve was filed as active; inconclusive = small, poorly fitted or top-dose-only effect, or effect the other way, or a change in a side signal; inactive = no such curve, though single readings can be large or run the other way; the % refers to the polarisation; note: potency is the fitted concentration of half-maximal effect; % of control where 0% means no effect; many of its hits are not listed in these tables
# KCNH2 WT inh – KCNH2 (human, wildtype) channel inhibition | AID 720551 | 340,000 tested, 0.37% active | activity change, % at 1.84 µM | U2OS, BacMam KCNH2, thallium flux FluxOr; active compounds read low | Q12809;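 active = maximum activity change below -70%; inconclusive = maximum activity change between -70% and -50%; inactive = maximum activity change above -50%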; note: % is set by controls: 0 for no effect and ±100 for the full control effect
#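 U2OS cells were transduced with wild-type KCNH2 virus (2.03 x 10^8 / mL) for 4 h at room temperature, then cultured overnight at 37 C. Thallium flux was read with FluxOr dye. Rate constants were normalized to DMSO controls.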
# USP2a inh – blocks human ubiquitin-specific protease USP2a; AID 463254; Potency, µM (highest dose often 38.3 µM), for inactives: at the highest dose activity change, negative = inhibition, actives largely listed as inhibitors; USP2 core, Ub-CHOP2 coupled fluorogenic reporter, 485/531; O75604; 330,000 tested, 0.01% active;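 note: potency is the fitted concentration of half-maximal effect; plate controls were DMSO wells for no effect and full inhibition by NEM control for full effect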
# Target sequence (O75604 whole entry, looked up): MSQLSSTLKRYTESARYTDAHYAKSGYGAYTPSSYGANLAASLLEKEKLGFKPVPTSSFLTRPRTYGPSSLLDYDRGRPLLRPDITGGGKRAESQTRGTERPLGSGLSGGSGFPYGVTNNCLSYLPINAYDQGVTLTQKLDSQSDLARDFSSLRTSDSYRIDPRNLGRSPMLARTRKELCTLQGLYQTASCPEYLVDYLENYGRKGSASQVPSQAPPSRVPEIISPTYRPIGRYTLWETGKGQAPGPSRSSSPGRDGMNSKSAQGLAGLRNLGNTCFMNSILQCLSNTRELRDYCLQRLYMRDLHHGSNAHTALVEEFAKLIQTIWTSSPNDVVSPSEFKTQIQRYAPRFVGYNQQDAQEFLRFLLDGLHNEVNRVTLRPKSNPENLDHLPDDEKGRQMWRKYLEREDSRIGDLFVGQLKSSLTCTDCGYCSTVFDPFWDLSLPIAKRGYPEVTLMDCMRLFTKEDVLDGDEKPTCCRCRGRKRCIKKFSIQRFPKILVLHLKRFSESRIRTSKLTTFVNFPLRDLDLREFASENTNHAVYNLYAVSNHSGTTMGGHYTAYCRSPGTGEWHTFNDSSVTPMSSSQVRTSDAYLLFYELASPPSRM
#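 USP2 core (10nM final) preincubated 30min RT with compound in 20mM Tris-HCl pH 8.0, 2mM CaCl2, 2mM beta-mercaptoethanol, 0.05% CHAPS; 25nM Ub-CHOP2 plus 25nM reporter substrate added, fluorescence (Ex485/Em531) read after 60min.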
# GALK inhibitor – inhibitors of human galactokinase; Purified GALK, Kinase-Glo residual ATP luminescence; Potency, µM (doses to about 57.5 µM), for inactives: top-dose activity change, negative = inhibition, most hits filed as inhibitors; 270,000 tested, 0.007% active; AID 1868; note: potency is the fitted concentration of half-maximal effect; % is set by controls: 0 for no effect and ±100 for the full control effect
#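 Quantitative HTS: GALK 5 nM, ATP 35 uM, galactose 100 uM, 1 h room temperature, then luciferase-based ATP detection.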
# Coupling enz – coupling enzyme interference in Giardia aldolase counter-screen; coupling enzyme system counterscreen, AmpLite Red fluorescence; activity change, negative = inhibition, % at 58.2 µM, hits read low; 290,000 tested, 0.67% active; in the data active = activity change below about -30%; note: % is set by controls: 0 for no effect and ±100 for the full control effect
#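 Coupling enzymes only (glyceraldehyde-3-phosphate) + compound, at 57.5 uM final, 10 min RT; add substrate/coupling/AmpLite Red mix, 20 min RT; fluorescence ex 525/em 598 nm. Actives flag coupling-system interference.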
# * marks the source's active call; other numbers are inactive results; i = inactive; u = inconclusive; x = not tested or not shown; [ ] = dose if it differs, or a comment. Unless noted, calls come from the whole dose curve; as a rule, active = well fitted curve in the direction sought with a large enough effect; inconclusive = small, poorly fitted or top-dose-only effect, or another doubt; inactive = no such curve, though single readings can be large; an effect the other way counts as inactive or inconclusive. Only part of the results is shown, so the mix of outcomes need not match the whole.
no.	SMILES	Giardia killer	B2AR arrestin	PKM2 activator	TRPV1 agonist	KCNH2 3.1 inh	MLL CXXC-DNA inh
1	O=C(NCc1ccccc1)c1ccc(Cn2cc(C(F)(F)F)ccc2=O)cc1	-1	0.0%	-4%	2	1	-1%
2	CCOC(=O)c1ccc2ncc(C(=O)OCC)c(NCc3ccco3)c2c1	3	-1.2%	-6%	u	-28	0%
3	Nc1ccc(N2CCCC2)c(S(=O)(=O)Nc2cccc(C(F)(F)F)c2)c1	-18	-0.5%	x	x	-2	x
4	COC(=O)C1=C(COc2ccccc2)NC(=O)NC1c1ccc(Br)cc1 (stereo not given)	18	-1.0%	-3%	19	-23	-3%
5	Cn1c(=O)c2c(nc(N3CCc4ccccc4C3)n2Cc2ccccc2F)n(C)c1=O	7	-0.8%	u	4	-10	1%
6	COc1cc2c3c(c1OC)C1(C=CC(=O)C=C1)CC3N(C(=O)CCC(=O)O)CC2 (stereo not given)	-9	0.2%	-7%	0	5	-3%
7	O=C(COc1ccccc1)N1CCN=C1SCc1ccc(F)cc1	-13	-0.4%	1%	11	-15	-7%
8	Cc1cc2ncc(C(=O)Nc3ccsc3C(=O)O)c(C)n2n1	28	0.4%	-24%	-6	10	5%
9	CCCS(=O)(=O)N1CCc2cc(OC)c(OC)cc2C1	17	0.1%	1%	x	11	0%
10	CN(C)CCCNc1oc(-c2ccccc2)nc1C#N	7	0.0%	0%	2	-2	2%
11	Cc1c(OC(C)C(=O)NCCN2CCOCC2)ccc2c3c(c(=O)oc12)CCCC3 (stereo not given)	-4	-0.1%	x	2	-1	-3%
12	O=C(Cc1ccccc1)N/N=C/c1ccc(S(=O)(=O)O)o1	-2	-1.1%	-3%	3	10	-10%

no.	Menin MLL FP TR	KCNH2 WT inh	USP2a inh	GALK inhibitor	Coupling enz
1	8%	-19	6%	-2%	1
2	-14%	-1	4%	3%	-1
3	x	2	0%	x	x
4	-9%	-5	-2%	x	-1
5	-21%	-6	0%	-5%	1
6	x	2	0%	3%	0
7	x	7	0%	0%	-2
8	-5%	i	2%	-1%	4
9	-3%[11.7 µM]	-11	-1%	1%	0
10	2%	4	2%	2%	2
11	x	0	-1%	-5%	x
12	x	-2	-6%	-2%	3

# Continued.
no.	SMILES	Giardia killer	B2AR arrestin	PKM2 activator	TRPV1 agonist	KCNH2 3.1 inh	MLL CXXC-DNA inh
13	CC(C)(C)c1cc(C(=O)N2CCc3ccccc32)ccn1	-5	-0.5%	-7%	8	7	-8%
14	COc1ccccc1C(=O)Nc1ccc(S(=O)(=O)Nc2cnc3ccccc3n2)cc1	2	-1.0%	x	-1	1	8%
15	CCOc1ccc(C(C(=O)NCC2CCCO2)N(C(=O)c2snc(C(N)=O)c2N)c2ccc3c(c2)OCCO3)cc1 (stereo not given)	12	0.1%	9%	-2	4	5%
16	Cc1cccc2nc(CSc3ccccc3C(=O)O)cn12	-12	-0.5%	-2%	1	17	-4%
17	COc1ccc(NC(=O)c2cccnc2)cc1OCC(C)C	24	0.5%	1%	10	14	-10%
18	CCc1ccc(C(=O)NC(=S)Nc2ccc3c(c2)OCCO3)cc1	-1	0.3%	-4%	0	3	-4%
19	O=C(NC1CCCC1)c1ccc2nc(-c3ccco3)c(-c3ccco3)nc2c1	3	-0.3%	16%	-1	-4	-18%
20	O=C(NCC(c1ccco1)N1CCCC1)c1cn(-c2ccccc2)nc1-c1ccc(F)cc1 (stereo not given)	1	-0.6%	x	19	1	x
21	O=C1c2ccccc2C(=O)N1CCCCCc1nc(-c2ccccc2)no1	-14	-0.1%	5%	x	13	1%
22	CCC1CCCCN1C(=O)c1sc2nc(C)nc(N(CC)CC)c2c1C (stereo not given)	4	-0.1%	6%	20	6	12%
23	Cc1cc(C)n2nc3ccccc3c2n1	2	-0.2%	-3%	3	u	1%
24	COc1ccc(C(=O)NCCc2cc3c(OC)ccc(OC)c3[nH]c2=O)cc1OC	1	0.2%	-1%	-2	x	9%

no.	Menin MLL FP TR	KCNH2 WT inh	USP2a inh	GALK inhibitor	Coupling enz
13	-10%	4	1%	1%	-1
14	32%[activator]	3	1%	1%	6
15	-5%	1	0%	6%	1
16	-4%	24	2%	2%	4
17	-23%	-12	0%	2%	7
18	1%	15	-1%	-6%	-1
19	u	1	-1%	-3%	-30*
20	x	31	1%	x	x
21	u	0	0%	0%	1
22	u	-10	1%	0%	1
23	-5%	-7	0%	2%	-1
24	-13%	-4	3%	-1%	-9

# From entry 1 to 3, as listed above:
no.	SMILES	Giardia killer	B2AR arrestin	PKM2 activator	TRPV1 agonist	KCNH2 3.1 inh	MLL CXXC-DNA inh
1	O=C(NCc1ccccc1)c1ccc(Cn2cc(C(F)(F)F)ccc2=O)cc1	-1	0.0%	-4%	2	1	-1%
2	CCOC(=O)c1ccc2ncc(C(=O)OCC)c(NCc3ccco3)c2c1	3	-1.2%	-6%	u	-28	0%
3	Nc1ccc(N2CCCC2)c(S(=O)(=O)Nc2cccc(C(F)(F)F)c2)c1	-18	-0.5%	x	x	-2	x

no.	Menin MLL FP TR	KCNH2 WT inh	USP2a inh	GALK inhibitor	Coupling enz
1	8%	-19	6%	-2%	1
2	-14%	-1	4%	3%	-1
3	x	2	0%	x	x

# The listing continues.
no.	SMILES	Giardia killer	B2AR arrestin	PKM2 activator	TRPV1 agonist	KCNH2 3.1 inh	MLL CXXC-DNA inh
25	Cc1ccc(S(=O)(=O)CCC(=O)OCC(=O)N2CCN(S(=O)(=O)c3ccccc3)CC2)cc1	-6	-0.2%	x	-3	6	x
26	COc1ccc(Cc2noc(CN(C)CC3(N4CCOCC4)CCCCC3)n2)cc1OC	16	-0.6%	-11%	u	-3	-5%
27	C=C1N(CCCCCC(=O)O)C(=O)OC12CCCCC2	u	-0.1%	7%	-1	-1	11%
28	Cc1ccc(O)c(-c2cc(-c3ccc(F)cc3)no2)c1	u	0.4%	-6%	-4	-10	9%
29	COc1cccc(OCc2cc(C(=O)NCc3ccccn3)no2)c1	-10	-0.4%	x	9	-5	5%
30	COc1c(C)cc(S(=O)(=O)NCc2ccccn2)c(C)c1C	3	-0.3%	-1%	4	6	9%
31	O=C(NCCc1ccccn1)c1cc(-c2cccc3ccccc23)nc2ccccc12	-3	0.4%	8%	3	11	4%
32	CCCCC(=O)Nc1ccc(NC(=O)c2ccccc2[N+](=O)[O-])cc1OC	2	-0.7%	0%	1	-5	1%
33	Cc1ccc(S(=O)(=O)NC(CC(C)C)C(=O)N2CCCC2)cc1 (stereo not given)	-7	-0.5%	-5%	-11	x	-22%
34	CN1CCN(c2nc(N3CCN(c4ccccc4)CC3)ncc2F)CC1	11	0.2%	-5%	7	9	10%
35	COc1ccc(C(=O)N/N=C2\SCC(=O)N2Cc2ccc3c(c2)OCO3)c(OC)c1	-25	-0.3%	21%	-2	5	6%
36	CC(=O)CSc1nc(-c2cccs2)c(C#N)c(=O)[nH]1	-4	0.0%	12%	-2	5	2%

no.	Menin MLL FP TR	KCNH2 WT inh	USP2a inh	GALK inhibitor	Coupling enz
25	x	-8	1%	x	x
26	-10%	-2	1%	5%	-3
27	-11%	6	0%	1%	6
28	-12%	-2	-2%	-2%	1
29	-1%	19	5%	-7%	-1
30	-1%	8	-2%	4%	1
31	-1%	28	0%	0%	0
32	8%	1	1%	2%	1
33	x	-5	-3%	-4%	x
34	-28%	12	2%	-2%	4
35	-4%	-2	2%	1%	2
36	0%	-18	-2%	5%	23

# New compounds follow.
no.	SMILES	Giardia killer	B2AR arrestin	PKM2 activator	TRPV1 agonist	KCNH2 3.1 inh	MLL CXXC-DNA inh
37	Cc1ccc(N=c2c([N+](=O)[O-])nn(-c3ccccc3)n2O)c(C)c1	u	0.2%	11%	8	6	0%
38	O=C(NC1CCS(=O)(=O)C1)/C(=C/c1ccco1)NC(=O)c1ccccc1 (stereo not given)	-6	-0.5%	0%	3	-8	-7%
39	CCN1C/C(=C/c2ccc(OC)c(O)c2)C(=O)/C(=C/c2ccc(OC)c(O)c2)C1	-20	-0.3%	6%	0	16	-6%
40	O=C(C1CCCN1S(=O)(=O)c1cccc2nsnc12)N1CCN(c2ccccc2)CC1 (stereo not given)	-8	-1.0%	x	2	23	8%
41	CCOC(=O)c1c(NC(=O)c2ccc(N3C(=O)[C@@H]4[C@H](C3=O)[C@H]3C=C[C@@H]4C3)cc2)sc2c1CCCC2	-26	-0.8%	1%	-15	-10	-8%

no.	Menin MLL FP TR	KCNH2 WT inh	USP2a inh	GALK inhibitor	Coupling enz
37	u	-9	0%	0%	-9
38	0%	-6	10%	3%	-5
39	1%	-8	13%	0%	-6
40	x	-5	-1%	-4%	x
41	6%	-14	0%	-1%	-2
